HEK293 NOD2/NF-kB: inhibition of NOD2-driven NF-kB reporter – cell-based, luminescence, uHTS, HEK293 (AID 1566); 290,000 compounds, 0.63% hits; inhibition, % at 4 µM; hits with a dose series show EC50 in µM; HEK293 NOD2/NF-kB luciferase reporter, luminescence; higher % means a stronger effect; further: many of its hits are not listed in these tables
KOR beta-arrestin-1: kappa opioid receptor blockers – cell-based, luminescence, uHTS (AID 1778); inhibition, % at 10 µM, or IC50 in µM where a hit was titrated; KOR beta-arrestin recruitment, luminescence, antagonist mode; higher % means a stronger effect; 290,000 compounds, 0.091% hits; further: strong numbers were not always called active
KOR beta-arrestin-2: KOR agonists, beta-arrestin recruitment, primary screen, cell-based, luminescence, uHTS (AID 1777). KOR beta-arrestin recruitment, luminescence; higher % means a stronger effect. activation, % at 10 µM; hits with a dose series show EC50 in µM. 280,000 compounds, 0.02% hits; in the data active means activation above about 50%, passing the limit was not always enough; further: a part of the inactive calls stands beside numbers as strong as those of hits
NOD1 inhibition: NOD1 signaling inhibitors, primary screen, cell-based, luminescence, uHTS (AID 1578). one-dose inhibition, % at 4 µM; EC50 in µM for titrated hits. 290,000 compounds, 1% hits. NOD1-driven NF-kB luciferase reporter cells, luminescence; higher % means a stronger effect; in the data active means inhibition mostly above about 36%, no sharp cut-off; inactive means mostly below about 34%;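 further: HEK-293T reporter cells stimulated with the NOD1 agonist gamma-tri-DAP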
GPR35 antagonists: GPR35 antagonists blocking zaprinast-driven arrestin recruitment, primary screen, imaging, U2OS, beta-arrestin-GFP, zaprinast agonist (AID 2058); U2OS GPR35 beta-arrestin-GFP translocation imaging, zaprinast antagonism; higher % means a stronger effect; inhibition, % at 10 µM, or IC50 in µM where a hit was titrated; 290,000 compounds, 0.052% hits;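 active means inhibition of at least 50% with at least 30 cells and total cytoplasm GFP at most 10,000,000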
HIV peptide binding: cell-free HIV fusion peptide-binding blockers – biochemical, uHTS, fluorescence dequenching, primary screen (AID 1986) | cell-free peptide binding, fluorescence dequenching, 30 min; higher % means a stronger effect | one-dose inhibition, % at 20 µM; IC50 in µM for titrated hits | 290,000 compounds, 0.3% hits; in the data active means inhibition mostly above about 52%, no sharp cut-off; inactive means mostly below about 76%; further: some results filed as inactive read as strong as hits
GPR55 activation: selective activators of receptor GPR55 – imaging, U2OS cells, beta-arrestin-GFP redistribution, primary screen (AID 1961); U2OS GPR55 beta-arrestin-GFP redistribution imaging; higher % means a stronger effect; one-dose activation, % at 10 µM; EC50 in µM for titrated hits; 290,000 compounds, 0.048% hits;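 active means activation above 40% with more than 50 cells counted in the well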;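 further: U2OS osteosarcoma cells stably expressing GPR55 and beta-arrestin-GFP; plate controls were DMSO negative control for no effect and LPI positive control for full effect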
GPR55 LPI antagonism: inhibition of LPI-stimulated GPR55 beta-arrestin translocation – imaging, U2OS, beta-arrestin-GFP, LPI agonist, primary screen (AID 2013); 290,000 compounds, 0.13% hits; one-dose inhibition, % at 10 µM; IC50 in µM for titrated hits; U2OS GPR55 beta-arrestin-GFP translocation imaging, LPI antagonism; higher % means a stronger effect;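 active means spots per cell inhibited over 60%, with over 100 cells counted and total cytoplasm intensity under 500,000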;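 further: U2OS cells stably carrying GPR55 and arrestin-GFP stimulated by 5 µM LPI near EC80; imaged beta-arrestin-GFP aggregate spots per cell after agonist stimulation; plate controls were LPI-stimulated DMSO wells for no effect and DMSO wells without LPI for full effect; some results filed as inactive read as strong as hits; confirmed hits need IC50 under 10 µM and bright autofluorescent wells are also inconclusive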
Myeloid diff 2: promotes myeloid progenitor differentiation; 360,000 compounds, 1% hits; calls only at 10 µM; ER-HoxA9 myeloid progenitors, lysozyme-GFP differentiation, flow cytometry; AID 624256;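 active means normalized GFP-positive differentiation at or above the plate's own cutoff, the solvent-only control mean plus 3 SD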;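 further: cells exposed to compound for four days before flow analysis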
Myeloid diff 2 GFP+ MAC1+ %: second read-out of Myeloid diff 2, no call of its own (marks repeat the call); GFP+ MAC1+ double positive, %; measured here: differentiation confirmed by MAC1 staining
Starred values were filed as active, the others as inactive; [ ] = remark or other dose. Unless noted, no stated cut-off is given here; in the data, active means inhibition above about 50%; inactive means the rest. The list is partial; count on the stated rates, not on these rows.

Screening COc1cc(CN2CCN(C(=O)c3ccccc3F)CC2)cc(OC)c1OC returned HEK293 NOD2/NF-kB 12.6%, KOR beta-arrestin-1 -5.5%, KOR beta-arrestin-2 2.4%, NOD1 inhibition -0.5%, GPR35 antagonists 5.3%, HIV peptide binding 3.3%, GPR55 activation -0.2%, GPR55 LPI antagonism -1.0%, Myeloid diff 2 inactive and Myeloid diff 2 GFP+ MAC1+ % 0.0.
Screening N#Cc1nc(-c2ccco2)oc1NCCCn1ccnc1 returned HEK293 NOD2/NF-kB -0.4%, KOR beta-arrestin-1 -3.0%, KOR beta-arrestin-2 2.7%, NOD1 inhibition 3.1%, GPR35 antagonists -0.1%, HIV peptide binding -1.8%, GPR55 activation -0.2%, GPR55 LPI antagonism 9.6%, Myeloid diff 2 inactive and Myeloid diff 2 GFP+ MAC1+ % 0.8.
For COC(=O)c1sccc1NC(=O)c1csc(C)c1 the results were HEK293 NOD2/NF-kB 15.9%, KOR beta-arrestin-1 26.3%, KOR beta-arrestin-2 -5.5%, NOD1 inhibition -25.8%, GPR35 antagonists 9.1%, HIV peptide binding -2.3%, GPR55 activation -0.2%, GPR55 LPI antagonism -6.3%, Myeloid diff 2 active and Myeloid diff 2 GFP+ MAC1+ % 25.9*.
c1ccc([C@H]2CC3C[C@@H](c4ccccc4)N2O3)cc1 was read as HEK293 NOD2/NF-kB -4.1%, KOR beta-arrestin-1 10.6%, KOR beta-arrestin-2 -1.9%, NOD1 inhibition -15.0%, GPR35 antagonists 6.3%, HIV peptide binding -1.6%, GPR55 activation 0.2%, GPR55 LPI antagonism 3.0%, Myeloid diff 2 inactive and Myeloid diff 2 GFP+ MAC1+ % 0.4.
Screening O=C(CSc1nnc(Cn2nnc(-c3ccccc3)n2)n1-c1ccccc1)Nc1ccc(F)cc1 returned HEK293 NOD2/NF-kB 1.5%, KOR beta-arrestin-1 -18.4%, KOR beta-arrestin-2 0.4%, NOD1 inhibition -4.1%, GPR35 antagonists -11.6%, HIV peptide binding -0.3%, GPR55 activation -0.2%, GPR55 LPI antagonism 14.2%, Myeloid diff 2 inactive and Myeloid diff 2 GFP+ MAC1+ % 1.0.
N#CCCN(Cc1cccnc1)C(=S)NC1CC2C=CC1C2 (stereo unspecified) was read as HEK293 NOD2/NF-kB 13.6%, KOR beta-arrestin-1 25.3%, KOR beta-arrestin-2 -4.0%, NOD1 inhibition -5.4%, GPR35 antagonists -3.8%, HIV peptide binding 0.1%, GPR55 activation 0.6%, GPR55 LPI antagonism 9.0%, Myeloid diff 2 inactive and Myeloid diff 2 GFP+ MAC1+ % 0.6.
CCN(C(=O)COC(=O)c1ccc(Cl)c(N)c1)C1CCS(=O)(=O)C1 (stereo unspecified) was read as HEK293 NOD2/NF-kB 3.5%, KOR beta-arrestin-1 13.1%, KOR beta-arrestin-2 0.1%, NOD1 inhibition -23.0%, GPR35 antagonists 14.2%, HIV peptide binding 0.5%, GPR55 activation -0.4%, GPR55 LPI antagonism -12.8%, Myeloid diff 2 inactive and Myeloid diff 2 GFP+ MAC1+ % 0.6.
Screening c1cncc(C(c2nnnn2C2CCCCC2)N2CCN3CCCC3C2)c1 (stereo unspecified) returned HEK293 NOD2/NF-kB -4.5%, KOR beta-arrestin-1 7.1%, KOR beta-arrestin-2 -1.3%, NOD1 inhibition -32.4%, GPR35 antagonists -12.3%, HIV peptide binding 1.6%, GPR55 activation -0.3%, GPR55 LPI antagonism -2.8%, Myeloid diff 2 inactive and Myeloid diff 2 GFP+ MAC1+ % 1.0.
`CCN(Cc1cc2ccccc2[nH]c1=O)C(=O)c1cccnc1` gave HEK293 NOD2/NF-kB 7.0%, KOR beta-arrestin-1 26.7%, KOR beta-arrestin-2 3.5%, NOD1 inhibition 21.5%, GPR35 antagonists 7.7%, HIV peptide binding -1.5%, GPR55 activation -0.1%, GPR55 LPI antagonism 1.6%, Myeloid diff 2 inactive and Myeloid diff 2 GFP+ MAC1+ % 1.4.
COC(=O)c1ccccc1OC(=O)c1cc2ccccc2oc1=O was read as HEK293 NOD2/NF-kB -12.7%, KOR beta-arrestin-1 -33.3%, KOR beta-arrestin-2 -2.8%, NOD1 inhibition 9.0%, GPR35 antagonists -4.1%, HIV peptide binding -1.7%, GPR55 activation -0.1% and GPR55 LPI antagonism 2.5%.
`Cc1ccc(S(=O)(=O)N2CCCC(C(=O)N3CCCc4ccccc43)C2)cc1` (stereo unspecified) gave HEK293 NOD2/NF-kB 27.7%, KOR beta-arrestin-1 -5.4%, KOR beta-arrestin-2 -2.6%, NOD1 inhibition 34.5%, GPR35 antagonists 8.7%, HIV peptide binding 1.1%, GPR55 activation -0.3%, GPR55 LPI antagonism 33.7%, Myeloid diff 2 inactive and Myeloid diff 2 GFP+ MAC1+ % 1.3.
Screening COc1cc(CNCc2cccnc2)ccc1OCc1ccccc1 returned HEK293 NOD2/NF-kB -6.6%, KOR beta-arrestin-1 -24.9%, KOR beta-arrestin-2 3.8%, NOD1 inhibition -30.2%, GPR35 antagonists -5.5%, HIV peptide binding -1.1%, GPR55 activation 0.1%, GPR55 LPI antagonism 7.7%, Myeloid diff 2 inactive and Myeloid diff 2 GFP+ MAC1+ % 0.3.
`O=C(c1ccc([N+](=O)[O-])cc1)N(c1ccccn1)c1ccccn1` gave HEK293 NOD2/NF-kB -16.2%, KOR beta-arrestin-1 0.1%[20 µM], NOD1 inhibition -33.7%, GPR35 antagonists -1.2%, HIV peptide binding -0.1%, GPR55 activation -0.1%, GPR55 LPI antagonism 1.8%, Myeloid diff 2 inactive and Myeloid diff 2 GFP+ MAC1+ % 0.4.
For CCOC(=O)CN(C(=O)Cn1nnc(-c2ccc(C)cc2)n1)C(CC)C(=O)NC1CCCC1 (stereo unspecified) the results were HEK293 NOD2/NF-kB 11.7%, KOR beta-arrestin-1 18.6%, KOR beta-arrestin-2 -6.9%, NOD1 inhibition -21.3%, GPR35 antagonists -5.1%, HIV peptide binding -1.6%, GPR55 activation -0.2%, GPR55 LPI antagonism -6.2%, Myeloid diff 2 inactive and Myeloid diff 2 GFP+ MAC1+ % 1.1.
Screening CC1CCCN(S(=O)(=O)Cc2ccc(Cl)cc2)C1 (stereo unspecified) returned HEK293 NOD2/NF-kB -6.1%, KOR beta-arrestin-1 9.3%, KOR beta-arrestin-2 -5.8%, NOD1 inhibition -47.0%, GPR35 antagonists 8.1%, HIV peptide binding -0.3%, GPR55 activation -0.2%, GPR55 LPI antagonism -3.5%, Myeloid diff 2 inactive and Myeloid diff 2 GFP+ MAC1+ % 0.4.
`N#Cc1ccccc1S(=O)(=O)N1CCN(c2ccc(S(=O)(=O)N3CCOCC3)cn2)CC1` gave HEK293 NOD2/NF-kB 5.4%, KOR beta-arrestin-1 9.9%, KOR beta-arrestin-2 0.3%, NOD1 inhibition -9.2%, GPR35 antagonists -3.0%, HIV peptide binding 2.2%, GPR55 activation 0.2%, GPR55 LPI antagonism 0.1%, Myeloid diff 2 inactive and Myeloid diff 2 GFP+ MAC1+ % 0.7.
For COC(=O)c1ccc(-n2c(C)nc(=O)c(-c3ccccc3)c2C)cc1 the results were HEK293 NOD2/NF-kB 17.9%, KOR beta-arrestin-1 4.9%, KOR beta-arrestin-2 2.1%, NOD1 inhibition -15.9%, GPR35 antagonists -5.3%, HIV peptide binding 10.3%, GPR55 activation 0.0%, GPR55 LPI antagonism 5.7%, Myeloid diff 2 inactive and Myeloid diff 2 GFP+ MAC1+ % 2.7.
`CN(C)CCNc1ncnc2c1sc1nc(-c3ccccc3)c3c(c12)CCCC3` gave HEK293 NOD2/NF-kB 14.7%, KOR beta-arrestin-1 31.1%, KOR beta-arrestin-2 3.5%, NOD1 inhibition 6.1%, GPR35 antagonists 2.1%, HIV peptide binding -1.3%, GPR55 activation -0.1%, GPR55 LPI antagonism 48.9%, Myeloid diff 2 active and Myeloid diff 2 GFP+ MAC1+ % 1.7*.
Nc1c(C(=O)Nc2ccccc2F)sc2nc(Cc3ccccc3)cc(C(F)(F)F)c12 was read as HEK293 NOD2/NF-kB 3.5%, KOR beta-arrestin-1 0.1%, KOR beta-arrestin-2 -2.2%, NOD1 inhibition -43.0%, GPR35 antagonists 7.9%, HIV peptide binding -2.2%, GPR55 activation 0.2%, GPR55 LPI antagonism -6.5%, Myeloid diff 2 inactive and Myeloid diff 2 GFP+ MAC1+ % 0.7.
`Cc1nc2ncnn2c(C)c1CCC(=O)N1CC(C)CC(C)C1` (stereo unspecified) gave HEK293 NOD2/NF-kB 3.6%, KOR beta-arrestin-1 11.3%, KOR beta-arrestin-2 -3.8%, NOD1 inhibition -2.9%, GPR35 antagonists 10.5%, HIV peptide binding -0.8%, GPR55 activation 0.0%, GPR55 LPI antagonism 14.4%, Myeloid diff 2 inactive and Myeloid diff 2 GFP+ MAC1+ % 1.6.
Cc1c(OCC(=O)NCc2cccnc2)ccc2c3c(c(=O)oc12)CCCC3 was read as HEK293 NOD2/NF-kB 2.8%, KOR beta-arrestin-1 -22.0%, KOR beta-arrestin-2 5.6%, NOD1 inhibition -10.2%, GPR35 antagonists 5.7%, HIV peptide binding 4.2%, GPR55 activation -0.1%, GPR55 LPI antagonism 6.3%, Myeloid diff 2 inactive and Myeloid diff 2 GFP+ MAC1+ % 0.7.
CCCS(=O)(=O)N1CCCC(C(=O)NCCc2cccc(C)c2)C1 (stereo unspecified) was read as HEK293 NOD2/NF-kB -6.4%, KOR beta-arrestin-1 13.6%, KOR beta-arrestin-2 -5.9%, NOD1 inhibition -6.6%, GPR35 antagonists -6.6%, HIV peptide binding -0.7%, GPR55 activation 0.0%, GPR55 LPI antagonism -2.9%, Myeloid diff 2 inactive and Myeloid diff 2 GFP+ MAC1+ % 0.9.
CCOc1ccc(-n2c(=O)[nH]cc(C(=O)Nc3ccc(OC)c(OC)c3)c2=O)cc1 was read as HEK293 NOD2/NF-kB 15.3%, KOR beta-arrestin-1 -0.7%, KOR beta-arrestin-2 -3.6%, NOD1 inhibition 18.3%, GPR35 antagonists -15.0%, HIV peptide binding 0.6%, GPR55 activation -0.4%, GPR55 LPI antagonism 3.0%, Myeloid diff 2 inactive and Myeloid diff 2 GFP+ MAC1+ % 1.9.

Source: PubChem (several laboratories)
